PI4K2A block = qHTS for small molecular inhibitors of PI4K2A; 0.13% of 420,000 active; activity change, negative = inhibition, % at 76.9 µM; purified PI4K2A, ADP-Glo luminescence, 1 h; hits give low values; AID 1346378, 2018; Phosphatidylinositol 4-kinase type 2-alpha (Homo sapiens), Q9BTU6; in the data active = activity change below about -50%; inconclusive = mostly about -30% to -49%;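 note: -100% = wells without enzyme as full effect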
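In this quantitative HTS, ADP production by PI4K2A was quantified luminescently after 1 h at ambient temperature; 100 microM adenosine served as plate-quality control.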
JMJD2A Tudor inh = qHTS Assay for Inhibitors of JMJD2A-Tudor Domain | Potency, µM (titrated, usually from 114 µM), for the others: top-dose activity change, negative = inhibition, actives largely listed as inhibitors | AlphaScreen JMJD2A-Tudor / H3K4me3 peptide binding | 4.4% of 390,000 active; note: potency is the fitted concentration of half-maximal effect; % is set by controls: 0 for no effect and ±100 for the full control effect; nearly all actives have a fitted effect of over 50% in size
RGS4 inhibitor = Inhibitors of Regulator of G Protein Signaling (RGS) 4: qHTS; Regulator of G-protein signaling 4 (Homo sapiens), P49798; Transcreener GDP fluorescence polarization, RGS4-accelerated GTP hydrolysis; Potency, µM (top dose mostly 114 µM), without a hit: at the highest dose activity change, negative = inhibition, actives largely listed as inhibitors; 0.039% of 390,000 active; AID 504845, 2011; note: potency is the fitted concentration of half-maximal effect; % is set by controls: 0 for no effect and ±100 for the full control effect; nearly all actives have a fitted effect of over 75% in size; some results filed as inactive show a strong effect at the top dose
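MLSMR compounds (23 nl, pin-transferred) preincubated 10 min at room temperature with a 500nM (2x) first reagent, then RGS4 at 900nM (2x) plus Transcreener GDP mix added; fluorescence polarization (620/688 nm) read before and after 90 min at 30 °C.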
12-LOX inh = Primary qHTS assay for inhibitors of human arachidonate 12S-lipoxygenase (ALOX12): Round 2 | purified 12hLO, xylenol orange hydroperoxide absorbance | Polyunsaturated fatty acid lipoxygenase ALOX12 (Homo sapiens), P18054 | 1.1% of 580,000 active | Potency, µM (top dose mostly 108 µM), without a hit: top-dose activity change, negative = inhibition, usual class: inhibitors | AID 1671190, 2021; note: potency is the fitted concentration of half-maximal effect; % is set by controls: 0 for no effect and ±100 for the full control effect
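Purified human 12hLO (150 nM final) in 25 mM Hepes, 0.01% Triton X-100, pH 7.0 was preincubated 15 min at room temperature with compound. Then 40 uM arachidonic acid was added, 30 min. Hydroperoxide was read by Fe-XO absorbance ratio 573/405 nm.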
HP1b chromo inh = HTS for Inhibitors of HP1-beta Chromodomain Interactions with Methylated Histone Tails. AlphaScreen HP1-beta / biotin-H3K9me3 peptide binding. Potency, µM (top dose mostly 114 µM), for the others: top-dose activity change, negative = inhibition, actives largely listed as inhibitors. 0.56% of 390,000 active. AID 540317, 2011; note: potency is the fitted concentration of half-maximal effect; nearly all actives have a fitted effect of over 70% in size; inactives centre near 23
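HP1-beta protein (50 nM final) preincubated 30 min at room temperature with biotinylated H3(1-18)K9me3 peptide (50 nM) in PBS pH 7.4, 0.01% Tween-20, then compound added for 30 min. AlphaScreen streptavidin donor/nickel chelate acceptor beads (10 ug/mL final), 30 min dark, luminescence read.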
BAZ2B block = qHTS Assay for Inhibitors of BAZ2B | AlphaScreen BAZ2B-H3K14Ac peptide displacement | Potency, µM (doses to about 114 µM), without a hit: at the top dose activity change, negative = inhibition, most hits filed as inhibitors | 4.4% of 360,000 active; note: potency is the fitted concentration of half-maximal effect; % is set by controls: 0 for no effect and ±100 for the full control effect; nearly all actives have a fitted effect of over 60% in size
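Complex of BAZ2B and biotin-H3K14Ac (50 nM apiece) forms over 30 min at RT, then faces library compounds up to 110 uM for another 30 min; AlphaScreen beads added, 20 min dark incubation, luminescence read.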
G9a block = qHTS Assay for Inhibitors of Histone Lysine Methyltransferase G9a | 8.8% of 350,000 active | G9a H3K9 monomethylation, AlphaScreen, 2 h | Histone-lysine N-methyltransferase EHMT2 (Homo sapiens), Q96KQ7 | Potency, µM (top dose mostly 102 µM), for the others: at the top dose activity, negative = inhibition, actives largely listed as inhibitors; note: potency is the fitted concentration of half-maximal effect; % is set by controls: 0 for no effect and ±100 for the full control effect; nearly all actives have a fitted effect of over 75% in size
Target sequence (Q96KQ7 913-1193 limits assumed): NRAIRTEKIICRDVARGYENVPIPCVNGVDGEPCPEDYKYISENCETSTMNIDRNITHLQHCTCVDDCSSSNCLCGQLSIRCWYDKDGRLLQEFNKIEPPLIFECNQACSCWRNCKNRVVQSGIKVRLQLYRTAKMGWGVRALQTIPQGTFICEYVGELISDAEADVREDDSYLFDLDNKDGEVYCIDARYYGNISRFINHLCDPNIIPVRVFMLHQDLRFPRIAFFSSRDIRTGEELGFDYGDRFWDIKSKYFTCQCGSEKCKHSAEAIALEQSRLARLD
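Quantitative HTS format: methyltransferase activity on a biotin-tagged H3K9 peptide is measured by AlphaScreen, using a rabbit anti-monomethyl-H3K9 antibody with streptavidin donor and anti-IgG acceptor beads. Final levels are 20 nM enzyme, 500 nM peptide, 20 uM SAM; 2 h RT.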
ERG-DNA inh = qHTS for Small Molecule Inhibitors of the ERG Ets/DNA interaction; fluorescence polarization, His-ERG Ets domain / labelled DNA; 0.028% of 370,000 active; Potency, µM (top dose mostly 76.9 µM), for inactives: top-dose FP activity, negative = inhibition, most hits filed as inhibitors; Transcriptional regulator ERG (Homo sapiens), P11308; active = well fitted inhibition curve with a large enough effect in the polarisation, with a control signal flat; inconclusive = small, poorly fitted or top-dose-only effect, or effect the other way, or a change in a side signal; inactive = no such curve, though single readings can be large or run the other way; the % refers to the polarisation;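 note: polarization taken with two DNA probes labelled with fluorescein and Texas red; potency is the fitted concentration of half-maximal effect; % of control where 0% means no effect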
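His-tagged ERG Ets domain (1 uM in the protein solution; 300mM KCl, 50mM Tris-HCl, 1mM EDTA, 1mM DTT, pH 7.5) received compound, then a probe mix of 5 nM fluorescein-DNA and 100nM Texas-615-DNA. Fluorescence polarization was read for both dyes.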
GLS inhibitor = qHTS for Inhibitors of Glutaminase (GLS); Potency, µM (titrated, usually from 45.5 µM), for the others: at the highest dose activity change, negative = inhibition, most hits filed as inhibitors; GLS enzymatic activity, qHTS titration; 0.21% of 410,000 active; note: potency is the fitted concentration of half-maximal effect; % is set by controls: 0 for no effect and ±100 for the full control effect
Target sequence (O94925 whole entry, looked up): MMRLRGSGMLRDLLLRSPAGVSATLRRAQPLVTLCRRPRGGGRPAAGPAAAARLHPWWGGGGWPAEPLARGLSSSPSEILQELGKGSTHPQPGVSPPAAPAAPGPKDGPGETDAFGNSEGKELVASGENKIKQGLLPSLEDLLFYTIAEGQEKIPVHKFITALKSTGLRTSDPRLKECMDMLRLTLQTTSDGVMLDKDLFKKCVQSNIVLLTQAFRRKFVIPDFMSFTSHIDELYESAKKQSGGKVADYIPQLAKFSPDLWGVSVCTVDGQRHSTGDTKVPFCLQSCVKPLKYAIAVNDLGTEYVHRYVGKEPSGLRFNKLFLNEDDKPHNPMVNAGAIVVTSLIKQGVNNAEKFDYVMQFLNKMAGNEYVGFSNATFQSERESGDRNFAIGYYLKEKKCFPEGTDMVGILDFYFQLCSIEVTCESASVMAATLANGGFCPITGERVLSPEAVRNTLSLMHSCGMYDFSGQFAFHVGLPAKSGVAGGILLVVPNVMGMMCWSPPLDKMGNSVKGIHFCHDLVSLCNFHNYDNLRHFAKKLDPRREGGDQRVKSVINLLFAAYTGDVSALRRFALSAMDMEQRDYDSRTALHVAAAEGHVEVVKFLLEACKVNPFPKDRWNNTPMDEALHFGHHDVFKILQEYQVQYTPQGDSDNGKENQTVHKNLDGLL
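Read-out is an Amplex red fluorescence increase coupled through glutamate oxidase and HRP, measured before and after 30 min room-temperature incubation. hKGA is in 45 mM KH2PO4 (pH 8.2) with 0.02% Tween-20; glutamine added as 1mM solution.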
* = called active by the depositor; ? = inconclusive; / = no result given; [ ] = another dose, or the depositor's remark. Unless noted, calls come from the whole dose curve; as a rule, active = well fitted curve in the direction sought with a large enough effect; inconclusive = small, poorly fitted or top-dose-only effect, or another doubt; inactive = no such curve, though single readings can be large; an effect the other way counts as inactive or inconclusive. Only part of the results is shown, so the mix of outcomes need not match the whole.

compound | PI4K2A block | JMJD2A Tudor inh | RGS4 inhibitor | 12-LOX inh | HP1b chromo inh | BAZ2B block | G9a block | ERG-DNA inh | GLS inhibitor
CCOc1ccc(CSCCNC(=S)Nc2ccccc2)cc1 | 4.7 | -15.2% | -13.7% | 44.7µM* | 7.1% | -33.0% | 11.7% | -1.3% | 8.9%
CC(=O)Nc1ccc(S(=O)(=O)N/N=C/c2ccc(C)o2)cc1 | 2.0 | -23.7% | 20.3% | -17.0% | 1.1% | ? | 44.7µM* | -4.9% | -10.9%
CN1CCN(S(=O)(=O)c2ccc(C(=O)Nc3ccccc3)cc2)CC1 | -0.2 | -14.9% | -2.2% | 16.1% | 22.8% | ? | 23.6% | 4.1% | 0.7%
Cc1ccc(NC(=O)Nc2ccc(Cl)cn2)cc1 | -0.6 | -21.1% | 1.0% | -4.1% | 15.7% | -3.1% | 7.2% | 3.5% | -9.4%
CCn1c(=O)cc(OCC(=O)NCCc2cccc(C)c2)c2ccccc21 | 2.4 | -6.2% | -23.1% | -1.7% | 44.6%[activator] | -25.3% | -3.1%[59 µM] | 3.4% | -16.7%
COc1ccc(OCC(=O)Nc2nc(-c3ccc(Br)cc3)ns2)cc1 | -1.7 | 7.3% | -3.4% | ? | 69.6%[activator] | -4.1% | -2.8%[59 µM] | -0.8% | 6.6%
COc1ccccc1C(=O)Nc1ccc(OC(C)C(=O)N2CCOCC2)cc1 (configuration not stated) | -1.4 | 1.0% | 16.6% | ? | 22.1% | 7.8% | 3.6%[12.7 µM] | -3.8% | -8.0%
COc1cccc(-c2csc(N3CCN(C(=O)Nc4ccc(Cl)cc4)CC3)n2)c1 | 0.4 | -18.4% | 2.1% | 2.8% | 12.9% | -13.8% | ? | -10.3% | 0.5%
CCCCN(CC(O)COc1cccc(C)c1)CC(O)COc1cccc(C)c1 (configuration not stated) | -1.4 | -2.0% | -30.3% | ? | 46.8%[activator] | 1.8% | -0.5% | -6.3% | -7.4%
Cc1ccc(Cn2nc(C)c(NC(=O)c3nn(C)cc3Cl)c2C)cc1 | 3.6 | -11.1% | 17.3% | 0.0% | 13.3% | 9.6% | 18.2%[59 µM] | 4.9% | -10.2%
CCSc1nnc(NC(=O)NCC(F)(F)F)s1 | -12.8 | -2.6% | 10.9% | 39.7%[activator] | 11.6% | 12.2% | -5.8%[59 µM] | -3.1% | 6.9%
CCCCS(=O)(=O)NC1=NCN(CC)CN1 | 0.4 | -9.4% | 13.3% | -0.7%[57.4 µM] | 0.8% | -6.4% | 4.0%[12.7 µM] | 0.9% | 3.3%
Cc1ccc(C2(C)NC(=O)N(CC(=O)Nc3cc(C)on3)C2=O)cc1 (configuration not stated) | 4.3 | -17.9% | 1.5% | 18.9% | 14.9% | -0.8% | 18.9% | 5.6% | 3.1%
O=C(O)/C=C/C(=O)Nc1cccnc1 | -2.5 | 2.8% | -11.5% | 8.9% | 48.9%[activator] | -25.1% | -12.9%[59 µM] | 3.3% | -7.2%
CC1CCc2sc3ncn4nc(C(=O)NCc5ccco5)nc4c3c2C1 (configuration not stated) | -1.5 | -13.2% | -24.9% | -7.1% | 20.0% | -1.2% | 10.0%[12.7 µM] | -13.1% | 3.9%
Cc1ccc(-n2c(CC#N)n[nH]c2=S)c(C)c1 | 1.4 | 20µM* | -14.8% | ? | 39.3% | -17.7% | 22.4µM* | 2.7% | -0.7%
COc1cc(F)c(S(=O)(=O)Nc2c(C)n(C)n(-c3ccccc3)c2=O)cc1OC | -0.1 | 1.2% | -1.9% | -4.7% | 48.0%[activator] | 4.0% | 5.9%[59 µM] | 5.2% | -2.9%
CCOC(=O)C1C(=O)CC(C)(O)C(C(=O)OCC)C1c1ccc(NC(C)=O)cc1 (configuration not stated) | 6.4 | 9.1% | -6.2% | 2.6% | 22.2% | -13.2% | -32.3% | 8.6% | 0.0%
COc1ccc(NC(=O)C2=Cc3cccc(OC)c3OC2)cc1 | 3.6 | -23.7% | -26.9% | -10.3% | 10.3% | -28.2% | -20.8% | 10.4% | -4.5%
O=C(CSc1cn(CC(=O)N2CCCC2)c2ccccc12)NCC1CCCO1 (configuration not stated) | -0.8 | -2.6% | -26.7% | -9.8% | 46.1%[activator] | -5.6% | -21.3% | 4.9% | 11.5%
COC(=O)Nc1ccc(NC(C)=O)cc1 | -5.0 | -10.8% | 1.4% | 0.7% | 18.4% | 3.9% | 8.2%[59 µM] | -3.1% | -6.7%
COCCCn1c(=O)c2ccccc2n(CC(=O)Nc2ccc3c(c2)OCCO3)c1=O | 2.0 | -4.6% | 16.2% | -12.1% | 35.6% | -1.1% | 22.5% | 8.2% | 0.0%
O=c1oc(/C=C/c2ccc([N+](=O)[O-])s2)nc2ccccc12 | -0.2 | -22.1% | -16.3% | / | 17.9% | ? | -19.0% | -2.1% | -0.2%
COc1ccc(Cn2nnc3c(=O)[nH]c(C(=O)NCCc4ccc(F)cc4)nc32)cc1OC | -7.6 | 79.4µM* | -24.1% | 0.2% | 12.2% | -1.0% | -10.5%[59 µM] | 15.1% | 4.6%
Cc1ccccc1C(=O)NNc1ccc([N+](=O)[O-])cc1 | 3.2 | -23.7% | 17.2% | -27.5% | 7.3% | -19.2% | -28.7%[59 µM] | 3.0% | 45.0%[activator]
Cc1nn(CCCC(=O)NCc2ccccc2)c(C)c1[N+](=O)[O-] | 5.0 | -5.6% | -41.2% | -15.6% | 33.1% | -8.6% | ? | / | -2.4%
CCOc1cc(/C=C(\C#N)c2nc3ccccc3[nH]2)ccc1OC(C)C(=O)O (configuration not stated) | -3.0 | -14.8% | 5.7% | -28.6% | 20.2% | -3.2% | -2.6%[2.33 µM] | 3.7% | 1.5%
COc1cccc(CNC(=O)c2ccc(C)c(NC3=NC4CS(=O)(=O)CC4S3)c2)c1 (configuration not stated) | -1.6 | -23.2% | -0.6% | 4.5% | 39.9%[activator] | -2.1% | 18.3% | 2.0% | 1.8%
Cn1c(SCC(=O)N/N=C/c2ccc(O)c(O)c2)nc2ccccc21 | -5.0 | -31.2% | 16.6% | 0.0% | -1.6% | ? | 17.8µM* | 2.8% | 17.8µM*
COc1ccccc1CNC(=O)CN(c1ccc(C)cc1)S(=O)(=O)c1c(C)nn(C)c1C | 7.0 | -8.2% | 16.6% | -22.4% | 15.0% | -1.0% | -31.4% | -4.1% | -4.9%
COc1ccc(CC/C(=N\O)C2(O)CCCCC2)cc1 | -0.3 | -30.6% | -25.2% | -1.8% | 28.0% | / | 16.4%[59 µM] | -5.4% | 15.0%
O=C(Nc1ccccc1C(F)(F)F)N1CCOc2ccc(Cl)cc21 | 1.3 | -27.0% | -0.2% | -9.8% | 6.1% | -16.3% | ? | -0.7% | -0.8%
COc1ccc(Br)cc1-c1noc(-c2ccccc2F)n1 | -4.3 | -7.6% | 15.5% | 139.8%[activator] | 30.9% | -1.0% | 25.9%[59 µM] | 2.4% | 3.8%
CC1CCN(C(=O)c2cc3c(=O)n(C)c4cc(Cl)ccc4c3s2)CC1 | -6.7 | -20.3% | -1.3% | -14.4% | 84.8%[activator] | / | 29.6%[59 µM] | 0.2% | 3.8%
CCOC(=O)c1cccc(NC(=O)C2CCCN(S(=O)(=O)c3c(C)n[nH]c3C)C2)c1 (configuration not stated) | -4.9 | -12.9% | -25.0% | 0.0% | 9.7% | -11.0% | -5.1% | 5.9% | 11.1%
CCN(C(=O)C1CCN(S(=O)(=O)c2c(C)noc2/C=C/c2ccc(C)cc2)CC1)c1cccc(C)c1 | 1.6 | -9.3% | -8.8% | -19.5% | 23.5%[57 µM] | -1.4% | 4.1%[59 µM] | -8.0% | -2.9%
COc1ccc(C(=O)CCC(=O)O)c(C)c1 | 0.4 | -18.2% | 0.6% | 20.4% | 27.7% | 4.0% | 7.7%[59 µM] | 12.3% | -3.0%
Cc1ccc(-n2c(C)cc(/C=C3/SC(=O)N(CC(=O)N4CCOCC4)C3=O)c2C)nc1 | 1.2 | -2.3% | -3.2% | / | 44.4%[activator] | -2.8% | / | 9.2% | 0.0%
O=C(COC(=O)C(CO)NS(=O)(=O)c1ccc(Br)cc1)Nc1ccc2c(c1)OCCO2 (configuration not stated) | 2.6 | -2.3% | 11.3% | ? | 30.4% | / | / | -15.6% | -0.8%
Cc1ccc(OCC(=O)Nc2ccc(N3CCN(C(=O)c4ccco4)CC3)cc2)c(C)c1 | -1.4 | -23.2% | -37.6% | -1.1% | 2.9% | 31.6µM* | ? | 7.8% | -0.5%
O=C(CCCSc1nc2ccccc2[nH]1)Nc1nnc(C2CC2)s1 | 5.4 | -10.4% | -6.2% | -6.7% | 30.5% | -6.0% | ? | -1.6% | 1.2%

Screening data as filed in PubChem.
